High-throughput results deposited in PubChem BioAssay by National Center for Advancing Translational Sciences (NCATS).
hERG WT inh – qHTS for Inhibitors of KCHN2 3.1: Wildtype qHTS; U2OS, BacMam KCNH2, thallium flux FluxOr; stronger effect = lower value; AID 720551, 2013; 340,000 tested, 0.37% active; Voltage-gated inwardly rectifying potassium channel KCNH2 (Homo sapiens), Q12809; activity change, % at 1.84 µM;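 active = maximum activity change below -70%; inconclusive = maximum activity change between -70% and -50%; inactive = maximum activity change above -50%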; note: % is set by controls: 0 for no effect and ±100 for the full control effect
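U2OS cells were transduced with wild-type KCNH2 virus (2.03 x 10^8 / mL) for 4 h at room temperature, then cultured overnight at 37 C. Thallium flux was read with FluxOr dye. Rate constants were normalized to DMSO controls.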
TSHR antagonist – Antagonists of the Thyroid Stimulating Hormone Receptor: HTS campaign | TSHR-expressing cells, TSH-stimulated cAMP HTRF, 2 h; stronger effect = lower value | activity change, negative = inhibition, % at 11.5 µM | 330,000 tested, 0.2% active;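 active = activity change below a set negative limit, meaning inhibition stronger than a set level, cut at about -70% in these data; inconclusive = activity change between two set negative limits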; note: % is set by controls: 0 for no effect and ±100 for the full control effect
Target sequence (P16473 whole entry, looked up): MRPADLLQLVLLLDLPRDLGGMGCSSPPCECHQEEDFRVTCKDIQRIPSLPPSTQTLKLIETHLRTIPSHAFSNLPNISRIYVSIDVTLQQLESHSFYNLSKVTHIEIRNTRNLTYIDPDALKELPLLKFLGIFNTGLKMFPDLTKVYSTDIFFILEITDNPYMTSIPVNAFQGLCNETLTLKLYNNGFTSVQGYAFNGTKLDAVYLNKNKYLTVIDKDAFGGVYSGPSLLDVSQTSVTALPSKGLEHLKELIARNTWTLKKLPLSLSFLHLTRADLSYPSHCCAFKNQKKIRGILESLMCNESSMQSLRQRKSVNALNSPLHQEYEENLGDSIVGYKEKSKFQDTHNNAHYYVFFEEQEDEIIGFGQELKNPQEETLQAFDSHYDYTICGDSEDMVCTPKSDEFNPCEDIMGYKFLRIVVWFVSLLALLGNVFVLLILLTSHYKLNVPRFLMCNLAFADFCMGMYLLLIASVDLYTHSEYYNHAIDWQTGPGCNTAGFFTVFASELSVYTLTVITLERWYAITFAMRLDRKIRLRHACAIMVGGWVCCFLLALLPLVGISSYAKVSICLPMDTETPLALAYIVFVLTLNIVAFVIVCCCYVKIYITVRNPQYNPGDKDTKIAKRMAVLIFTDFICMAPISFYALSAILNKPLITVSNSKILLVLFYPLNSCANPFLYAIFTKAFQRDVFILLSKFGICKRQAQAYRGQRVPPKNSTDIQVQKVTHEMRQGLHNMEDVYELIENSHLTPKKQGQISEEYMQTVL
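TSHR-expressing cells were treated with compounds, then stimulated with TSH at EC80 (4nM final) for 2 hours at 37 deg C. Cellular cAMP was measured by HTRF competition between lysate cAMP and cAMP-d2 for a cryptate-labelled anti-cAMP antibody.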
GALK inhibitor – qHTS Assay for Inhibitors of Human Galactokinase (GALK). 270,000 tested, 0.007% active. P51570. Potency, µM (highest dose often 57.5 µM), inactives show top-dose activity change, negative = inhibition, usual class: inhibitors. AID 1868, 2009. Purified GALK, Kinase-Glo residual ATP luminescence; note: potency is the fitted concentration of half-maximal effect; % is set by controls: 0 for no effect and ±100 for the full control effect
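GALK at 5 nM final was combined with compound, 35 uM ATP and 100 uM galactose in HEPES pH8.0 with MgCl2 and DTT. The reaction ran one hour at room temperature before luminescent ATP detection.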
Coupling enz – qHTS Assay for Inhibitors of Fructose-1,6-bisphosphate Aldolase from Giardia Lamblia: Coupling assay counterscreen; coupling enzyme system counterscreen, AmpLite Red fluorescence; activity change, negative = inhibition, % at 58.2 µM, hits read low; 290,000 tested, 0.67% active; AID 2472, 2010; in the data active = activity change below about -30%; note: % is set by controls: 0 for no effect and ±100 for the full control effect
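First, compound is pin-transferred into glyceraldehyde-3-phosphate coupling-enzyme reagent at 57.5 uM final and held 10 min at RT. Next, substrate, coupling system and AmpLite Red are added. After 20 min RT, fluorescence (525/598 nm) is read.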
TCR activator – Activators of T cell receptors: qHTS campaign; primary human leukocytes, anti-CD3, IL-2 HTRF, 48 h; 330,000 tested, under 10 active; Potency, µM (doses to about 9.22 µM), for the others: at the highest dose activation of IL-2 secretion, usual class: activators; note: % of control where 0% means no effect
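Readout: HTRF IL-2, Eu-cryptate/d2 antibody pair, 320nm excitation, 665nm emission. Stimulus: a-CD3 beads, no co-stimulation. Cells: primary human leukocytes. Exposure: 48 hr with compound.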
Giardia killer – Small Molecules that selectively kill Giardia lamblia: qHTS; Giardia lamblia trophozoite viability; activity change, % at 7.66 µM, hits read low; 340,000 tested, 0.15% active; AID 540267, 2011; in the data active = activity change below about -80%; inconclusive = between about -30% and that limit;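 note: parasites exposed to compound for two days anaerobically before the ATP read; % is set by controls: 0 for no effect and ±100 for the full control effect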
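Giardia trophozoites, 100 cells per well, were exposed to compounds for 48 hrs at 37 deg C under anaerobic conditions; viability was then read as ATP content by bioluminescence after 15-30 min at room temperature.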
BCR signal inh – qHTS Assay to Find Inhibitors of Chronic Active B-Cell Receptor Signaling; ABC-DLBCL IkBa-CBG/CBR reporter, luminescence ratio, 4 h; Potency, µM (titrated, usually from 46.1 µM), inactives show top-dose ratio change, negative = lower green/red ratio, hits mostly inhibitors; 340,000 tested, 0.05% active; AID 493014, 2011; active = well fitted inhibition curve with a large enough effect in the signal ratio, with a control signal flat, not every such curve was filed as active; inconclusive = small, poorly fitted or top-dose-only effect, or effect the other way, or a change in a side signal; the % refers to the signal ratio;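 note: potency is the fitted concentration of half-maximal effect; plate controls were basal doxycycline-induced cells for no effect and cells given 10 µM MG132 for full effect; MG132 reads +100%, hits lower the ratio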
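TMD8 ABC-DLBCL cells carrying doxycycline-inducible green luciferase fused to IkappaBalpha plus unfused red luciferase were exposed to compounds (up to 46 uM) for 4 hrs at 37C. Activity came from the overlap-corrected green/red luminescence ratio.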
MLL CXXC-DNA inh – qHTS Fluorescence Polarization Assay for Inhibitors of MLL CXXC domain - DNA interaction; Histone-lysine N-methyltransferase 2A (Homo sapiens), Q03164; MLL-CXXC / FITC-HOXA9 DNA fluorescence polarization; Potency, µM (titrated, usually from 115 µM), without a hit: top-dose activity change, negative = inhibition, actives largely listed as inhibitors; 290,000 tested, 0.037% active; active = well fitted inhibition curve with a large enough effect in the polarisation, with a control signal flat, not every such curve was filed as active; inconclusive = small, poorly fitted or top-dose-only effect, or effect the other way, or a change in a side signal; inactive = no such curve, though single readings can be large or run the other way; the % refers to the polarisation; note: potency is the fitted concentration of half-maximal effect
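Fluorescence polarization: 7 uM MLL-CXXC (stock) preincubated 5 min with compounds, then 50 nM fluorescein-HOX-A9 DNA (stock) added; 30 min ambient. Buffer 50 mM Tris-HCl pH 7.5, 50 mM NaCl, 1 mM DTT, 0.05% BSA.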
A-T KAP1 phos – qHTS Assay for Identifying a Potential Treatment of Ataxia-Telangiectasia | […] A-T fibroblasts, KAP-1 phosphorylation AlphaLISA; neocarzinostatin DNA damage 30 min before lysis | Potency, µM (titrated, usually from 57.5 µM), for the others: at the highest dose activation, usual class: activators | 320,000 tested, 0.19% active | AID 485349, 2010; note: potency is the fitted concentration of half-maximal effect; % of control where 0% means no effect; nearly all actives have a fitted effect of over 45% in size
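ATM-like activity read as KAP-1 phosphorylation via AlphaLISA donor/acceptor antibody pairs after lysis and 6 hr at 25C. Cells were ATM-null patient fibroblasts ([…], hTERT), dosed 60 min, then exposed to the DSB inducer NCS for 30 min.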
Tb PFK inh – qHTS Assay to Find Inhibitors of T. brucei phosphofructokinase. 330,000 tested, 0.17% active. T. brucei PFK, ADP-Glo luminescence. AID 485367, 2010. Potency, µM (highest dose often 57.5 µM), for the others: at the top dose activity, negative = inhibition, actives largely listed as inhibitors. ATP-dependent 6-phosphofructokinase (Trypanosoma brucei brucei), O15648;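 note: potency is the fitted concentration of half-maximal effect; 0% = uninhibited 1x PFK enzyme wells and -100% = no-enzyme wells; nearly all actives have a fitted effect of over 60% in size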
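Compounds were pin-transferred as a titration series up to 57 uM into substrate buffer (0.5 mM F6P, 0.1 mM ATP, pH 8.0), then 1.25 nM PFK was added and reactions ran 45 min before ADP-Glo detection.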
An asterisk follows results filed as active; u = inconclusive; x = no result given; & = joins results of further samples; [ ] = another dose, or the depositor's remark. Unless noted, calls come from the whole dose curve; as a rule, active = well fitted curve in the direction sought with a large enough effect; inconclusive = small, poorly fitted or top-dose-only effect, or another doubt; inactive = no such curve, though single readings can be large; an effect the other way counts as inactive or inconclusive.

SMILES | hERG WT inh | TSHR antagonist | GALK inhibitor | Coupling enz | TCR activator | Giardia killer | BCR signal inh | MLL CXXC-DNA inh | A-T KAP1 phos | Tb PFK inh
CN1C(=O)/C(=C/C=C2\SCCN2C)OC1=S | -6 | -7 | 2% | -1 | 4% | 11 | u | u | 0% | 0%
CSCCC(NC(=O)COc1ccccc1)C(=O)OCC(=O)c1ccccc1 (stereo not drawn) | -10 | -4 | x | x | -8% | 1 | -6% | x | -14% | 0%
Cc1cccc(C(=O)OC(C)C(=O)Nc2ccc(S(=O)(=O)N3CCCC3)cc2)c1O (stereo not drawn) | 6 | -18 | x | x | 2% | 13 | 2% | x | 7% | -3%
O=S(=O)(NCc1ccco1)c1cccc2cccnc12 | -1 | 1 | -2% | 0 | -2%[46.1 µM] | -21 | -1% | -1% | 1% | -4%
O=C(O)CCCc1ccccc1 | 7 | 24 | -3% | 4&4 | 1% | 29 | u | 4% | -14% | -1%
CN(Cc1ccon1)C(=O)CCc1nnc(Cc2ccc(-c3ccccc3)cc2)o1 | -12 | 1 | -2% | 4 | 6% | 35[activator] | -2% | 7% | -1% | -6%
O=C(N/N=C/c1ccccc1[N+](=O)[O-])c1ccc(COc2ccccc2-c2ccccc2)cc1 | 1 | -4 | 1% | 3 | 5% | -12 | u | 8% | 10% | -2%
O=C(COc1cc(F)ccc1[N+](=O)[O-])Nc1ccc2c(c1)OCO2 | 9 | -11 | x | x | 1% | 9 | u | x | -3% | -7%
CCOc1ccc(C(=O)NCc2ccncc2)cc1OCC | 2 | 0 | 0% | 0 | -1% | -5 | -1% | -2% | 3% | 4%
COc1ccc(S(=O)(=O)Nc2ccc(N3CCOCC3)cc2)cc1 | -2 | 1 | -2% | -2 | -4% | -9 | -2% | -2% | 9% | 1%
COc1cc2[nH]c(C(=O)N(C)Cc3ccccc3)cc2c(OC)c1OC | -3 | 2 | 2% | 0 | -7% | -4 | u | 7% | -2% | -6%
COc1ccc(NC(=O)CN2CCN(S(=O)(=O)N3CCCCCC3)CC2)cc1 | 9 | -3 | 1% | -1 | 0% | 18 | 2% | 9% | 4% | 3%
Cc1ccc(S(=O)(=O)N2CCC(C(=O)Nc3ncccc3O)CC2)cc1 | 11 | 7 | x | x | 2% | 39[activator] | -1% | x | 2% | 0%
Cc1c(C(C)C)c(=O)n(-c2ccc(S(=O)(=O)NCc3ccccc3)cc2)n1C | -6 | -33 | -1% | 4 | -5% | 1 | 6% | -4% | 2% | 14%
COc1ccc2[nH]c(=O)c(CN(CCN(C)C)C(=O)NCc3ccccc3)cc2c1 | 4 | 3 | 0% | 2 | -3% | 6 | 4% | -4% | -3% | 0%
CN(Cc1ccccc1)c1nc(-c2ccc([N+](=O)[O-])cc2)nc2ccccc12 | -6 | 10 | 0% | 1 | 0% | 10 | 6% | 1% | 7% | 4%
COc1ccc(NS(=O)(=O)c2cc3c(cc2C)N(C(C)=O)CCO3)c(OC)c1 | 0 | 1 | x | 2 | -11% | -23 | -7% | x | 2% | 0%
S=C(Nc1cccc(Cl)c1)NC1CC2CCCC(C1)N2C1CCCC1 (stereo not drawn) | 33 | 13 | 1% | -2 | -1%[46.1 µM] | 3 | -9% | -1% | 1% | 3%
CCOc1ccc(CNC(=O)CCCN2C(=O)C(c3ccccc3)Oc3cccnc32)cc1 (stereo not drawn) | 3 | -10 | 1% | 1 | -3% | 14 | 0% | 7% | -2% | -2%
O=C(NC1CCCC1)C1CCCN1C(=O)Nc1ccccc1Cl (stereo not drawn) | 0 | 0 | 0% | 3 | -9% | 3 | 1% | -1% | -1% | 6%

The last two records of the section before open the next one:
SMILES | hERG WT inh | TSHR antagonist | GALK inhibitor | Coupling enz | TCR activator | Giardia killer | BCR signal inh | MLL CXXC-DNA inh | A-T KAP1 phos | Tb PFK inh
CCOc1ccc(CNC(=O)CCCN2C(=O)C(c3ccccc3)Oc3cccnc32)cc1 (stereo not drawn) | 3 | -10 | 1% | 1 | -3% | 14 | 0% | 7% | -2% | -2%
O=C(NC1CCCC1)C1CCCN1C(=O)Nc1ccccc1Cl (stereo not drawn) | 0 | 0 | 0% | 3 | -9% | 3 | 1% | -1% | -1% | 6%
CCN1C(=O)[C@H]2[C@@H](c3ccc(C)cc3)N3C(=O)N(c4cccc(F)c4)C(=O)[C@@]3(Cc3ccc(Cl)cc3)[C@H]2C1=O | -8 | -2 | x | x | 1% | -9 | u | x | 1% | -8%
Cc1ccc2nc(N(CCCN(C)C)C(=O)c3ccc4ncsc4c3)sc2c1 | 40 | 7 | 1% | 0 | -15% | 1 | u | -4% | -5% | 1%
Cc1ccc(Sc2ccc(S(=O)(=O)Nc3ccc(C(=O)O)cc3)cc2)cc1C | -9 | x | x | x | -4% | -15 | -11% | x | 3% | 5%
CCc1ccc(OCC2c3cc(OC)c(OC)cc3CCN2C(C)=O)cc1 (stereo not drawn) | 3 | 32 | 2% | -3 | -1% | 21 | 7% | 4% | 4% | -3%
Nn1c(-c2ccccc2Cl)nnc1-c1ccccc1Cl | 15 | 5 | -2% | -18 | 2%[46.1 µM] | -17 | u | -1% | -4% | 1%
CN(C1CCCC1)C1CCN(C(=S)Nc2cc(F)cc(F)c2)CC1 | 12 | 2 | 1% | 1 | -2% | -10 | 3% | -5% | 5% | -7%
COc1ccc(CCN2CC(C(=O)NCC3(O)CCCCC3)CCC2=O)cc1 (stereo not drawn) | -6 | -3 | 5% | x | -13% | -4 | 0% | -5% | 1% | -9%
CCC(C)N(C(=O)Cn1nnc(-c2ccc(Cl)cc2)n1)C1CCS(=O)(=O)C1 (stereo not drawn) | 5 | 2 | x | x | -6% | -14 | u | x | 2% | -2%
Cc1nc(NCCCn2ccnc2)c2ccccc2n1 | 13 | -3 | 0% | 2 | 3% | -8 | -3% | 0% | 0% | -2%
CCCCOc1ccc(S(=O)(=O)NNC(=O)C2Cc3c(ccc4ccccc34)O2)cc1 (stereo not drawn) | -4 | -2 | -7% | 1 | 0% | 16 | -9% | -6% | -1% | -1%
CCCCn1c(CN2CCN(C(=O)c3ccco3)CC2)nc2c1c(=O)n(C)c(=O)n2C | 15 | -6 | 0% | 2 | 12%[46.1 µM] | -5 | -6% | 0% | -2% | 0%
COC(=O)N[C@@H]1C[C@H]2[C@@H]3CC[C@H]4C[C@@H](OC)CC[C@]4(C)[C@H]3CC[C@]12C | x | -29 | x | x | 3% | 11 | 0% | x | 20% | 3%
Cc1cccc(Oc2cc([N+](=O)[O-])cc3c2C(=O)Nc2ccccc2O3)c1 | -4 | -7 | x | 4 | -10% | 6 | 0% | 8% | -5% | -25%
O=C(N/N=C/c1cc(Br)ccc1O)c1ccncc1 | -4 | 3 | 5% | -3 | 3% | -8 | -4% | u | -19% | 0%
Cc1ccn(CC(=O)O)c(=O)c1 | -2 | 2 | 8% | 1 | 0% | -13 | 7% | 3% | 0% | 0%
CC1(c2ccccc2)NC(=O)N(CC(=O)NCCC2=CCCCC2)C1=O (stereo not drawn) | 4 | 3 | -2% | 3 | 3% | -2 | 5% | 5% | -2% | 6%
O=C(COC(=O)CNC(=O)c1ccco1)Nc1ccc(Cl)cn1 | -2 | 26 | 0% | -6 | 5% | -14 | u | 3% | -1% | 4%
COc1ccccc1C1NC(=O)NC(C)=C1C(=O)OC1CCCC(C)C1 (stereo not drawn) | 24 | 5 | -3% | -3 | -3% | -14 | 2% | -5% | 2% | 4%
COc1cccc(NC(=S)NCCC(c2ccccc2)c2ccccc2)c1 | -33 | -19 | -1% | 0 | 2% | 6 | 6% | 3% | 0% | -3%
CCCCCC(=O)N/N=C/c1cc(Br)c(O)c(OC)c1 | -3 | -3 | x | 0 | -4%[46.1 µM] | -1 | -2% | -6% | -1% | -4%
CCOC(=O)c1ccc(NC(=O)c2ccc(CN3CCc4ccccc4C3)cc2)cc1 | 34 | -40 | -1% | -3 | 2% | 13 | -1% | 17% | -8% | -3%
CN(C)S(=O)(=O)Nc1ccc(Br)cc1F | 2 | 8 | 0% | -3 | x | 4 | 2% | -4% | -6% | -4%
COc1ccc(C2CC(c3ccccc3C(F)(F)F)=NN2c2ccc(S(N)(=O)=O)cc2)cc1 (stereo not drawn) | -14 | -20 | x | x | -2%[46.1 µM] | 3 | -9% | x | 9%[11.5 µM] | 0%
